pAkt inh – blocks phosphorylation of Akt; activity change, % for hits at 50 µM; AID 651550; 360,000 compounds, 0.32% hits; Neuro2A IGF-stimulated pAkt S473 HTRF, 20 min; active compounds read low; in the data active = activity change below about -80%; inconclusive = mostly about -51% to -80%; also: % is scaled to controls: 0 for no effect and ±100 for the full control effect
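Neuro2A cells in DMEM with 0.5% FBS, overnight at 37 deg C, given compound at single 50 µM final, then IGF (6 nM final) for 20 min at 37 deg C. Lysed; phospho-Akt Ser473 by HTRF after 24 h, 665/615 ratio.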
FUS yeast rescue – suppressors of FUS proteinopathy in yeast; Potency, µM (series often up to 76.6 µM), for the others: at the top dose growth rescue (activation), actives largely listed as activators; S. cerevisiae FUS-expressing, growth rescue, OD600, 24 h; 390,000 compounds, 0.24% hits;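 also: potency is read from the fitted curve at half-maximal effect; plate controls were DMSO vehicle for no effect and reference control for full effect; nearly all actives have a fitted effect of over 55% in size; some results filed as inactive show a strong effect at the top dose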
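Yeast expressing FUS under galactose induction, OD 0.005 in 2% galactose medium; compounds in a dilution series, 24 h at 30C. Growth rescue by absorbance at 600 nm; CP55940 positive control, DMSO negative.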
TDP43 rescue – TDP-43 toxicity inhibition in yeast; 410,000 compounds, 1.8% hits; Potency, µM (top dose mostly 46.1 µM), for inactives: at the highest dose growth rescue (activation), actives largely listed as activators; TDP-43 expressing yeast growth rescue, BacTiter-Glo, 24 h; also: potency is read from the fitted curve at half-maximal effect; % of control where 0% means no effect; nearly all actives have a fitted effect of over 50% in size
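Galactose-induced TDP-43 yeast, OD600=0.02, compound pinned; 24 hr, 30 deg C; BacTiter-Glo luminescence for growth. Inhibitors of TDP-43 toxicity read as activators.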
aSyn yeast inh – rescues yeast growth from alpha-synuclein toxicity; Yeast expressing alpha-synuclein, growth rescue, BacTiter-Glo, 24 h; Potency, µM (doses to about 46.1 µM), for inactives: at the top dose growth rescue (activation), hits mostly activators; 370,000 compounds, 0.14% hits; AID 652106; also: potency is read from the fitted curve at half-maximal effect; % of control where 0% means no effect; nearly all actives have a fitted effect of over 65% in size
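Screening used galactose-induced yeast with toxic alpha-synuclein levels, exposed to compound for 24 hr at 30 deg C. Cell growth, read with BacTiter-Glo luminescence, gave the measured signal.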
HEK293 tox – cytotoxicity in counter-screen for GLP-1R inverse agonists | HEK293 cAMP-luciferase reporter cells, luminescence, 24 h | Potency, µM (highest dose often 38.3 µM), inactives show at the highest dose activity change, negative = inhibition, actives largely listed as inhibitors | 410,000 compounds, 0.13% hits;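 also: loss of luciferase light is scored as toxicity; potency is read from the fitted curve at half-maximal effect; % is scaled to controls: 0 for no effect and ±100 for the full control effect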
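Compound-treated cells are incubated 24 hr at 37 deg C under 5% CO2 after a 12 hour attachment period, then luciferase detection reagent is added and luminescence is measured following 12 min at room temperature; lowered signal indicates toxicity.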
MmCpn inh – M. maripaludis TRiC chaperonin inhibition | 330,000 compounds, 0.031% hits | purified Mm-Cpn ATPase, ADP Transcreener TR-FRET | Potency, µM (highest dose often 76.9 µM), inactives show at the top dose activity, negative = inhibition, usual class: inhibitors; also: potency is read from the fitted curve at half-maximal effect; % is scaled to controls: 0 for no effect and ±100 for the full control effect; nearly all actives have a fitted effect of over 80% in size
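Purified archaeal Mm-CPN (25nM final) preincubated 10 min at 37degC with compound, then 10uM ATP for 30 min at 37degC; ADP measured by HTRF Transcreener TR-FRET; buffer 30 mM TRIS pH 7.4, 100mM KCl, 5mM MgCl2, 1mM DTT.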
Abeta yeast res – restores growth of yeast expressing A-beta42 peptide | 410,000 compounds, 0.063% hits | AID 1347071 | yeast expressing A-beta42, growth rescue, OD600, 48 h; response scale: 0% DMSO, 100% iron-clioquinol control | Potency, µM (series often up to 46.1 µM), for the others: at the highest dose growth rescue, usual class: activators; also: potency is read from the fitted curve at half-maximal effect; nearly all actives have a fitted effect of over 55% in size
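Yeast growth medium received pinned compounds, then yeast cells expressing toxic A-beta were added; plates incubated at 30 C for 48 hr. Growth read as absorbance at 600 nm, normalized to DMSO and equimolar FeCl3 plus clioquinol controls.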
PTHR1 ag – agonists of human PTHR1 parathyroid hormone receptor | Q03431 | HEK293 GP2 PTHR1 cells, GloSensor cAMP luminescence, 1 h | Potency, µM (doses to about 115 µM), for inactives: top-dose activation, actives largely listed as activators | 410,000 compounds, 0.075% hits; also: potency is read from the fitted curve at half-maximal effect; nearly all actives have a fitted effect of over 55% in size; some results filed as inactive show a strong effect at the top dose; inactives centre near -15; many of its hits are not listed in these tables
Target sequence (Q03431 whole entry, looked up): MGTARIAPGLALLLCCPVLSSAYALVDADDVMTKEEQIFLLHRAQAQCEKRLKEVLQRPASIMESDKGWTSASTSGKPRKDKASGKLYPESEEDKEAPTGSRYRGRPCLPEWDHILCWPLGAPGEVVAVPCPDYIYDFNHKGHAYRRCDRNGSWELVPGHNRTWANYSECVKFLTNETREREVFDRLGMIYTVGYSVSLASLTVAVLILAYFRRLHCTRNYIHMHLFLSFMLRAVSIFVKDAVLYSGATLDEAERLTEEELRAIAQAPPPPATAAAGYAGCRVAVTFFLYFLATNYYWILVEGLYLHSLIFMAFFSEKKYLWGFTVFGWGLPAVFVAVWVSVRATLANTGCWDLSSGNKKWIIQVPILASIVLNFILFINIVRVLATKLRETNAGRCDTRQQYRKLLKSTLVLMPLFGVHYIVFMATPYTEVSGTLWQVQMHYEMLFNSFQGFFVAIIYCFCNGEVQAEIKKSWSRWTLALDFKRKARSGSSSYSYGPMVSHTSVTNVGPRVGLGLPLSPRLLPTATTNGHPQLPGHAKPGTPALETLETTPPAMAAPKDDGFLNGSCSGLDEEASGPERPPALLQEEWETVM
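HEK-293-derived GP2 cells expressing PTHR1 and a GloSensor cAMP reporter, 3,000/well, plated overnight, given luciferin plus IBMX (each 0.5 mM as added) for 1 h at 37 °C, then compound for 1 h at 37 °C. Luminescence was read after 15 min at room temperature.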
GLP-1R inv ag – acts as inverse agonist at human GLP-1 receptor; P43220; HEK293 GLP-1R CRE-luciferase, luminescence, 24 h; GLP-1R form is constitutively active; Potency, µM (series often up to 38.3 µM), inactives show at the top dose activity change, negative = inhibition, usual class: inhibitors; 410,000 compounds, 1.6% hits; AID 624417; also: potency is read from the fitted curve at half-maximal effect; % is scaled to controls: 0 for no effect and ±100 for the full control effect; nearly all actives have a fitted effect of over 55% in size
Target sequence (P43220 whole entry, looked up): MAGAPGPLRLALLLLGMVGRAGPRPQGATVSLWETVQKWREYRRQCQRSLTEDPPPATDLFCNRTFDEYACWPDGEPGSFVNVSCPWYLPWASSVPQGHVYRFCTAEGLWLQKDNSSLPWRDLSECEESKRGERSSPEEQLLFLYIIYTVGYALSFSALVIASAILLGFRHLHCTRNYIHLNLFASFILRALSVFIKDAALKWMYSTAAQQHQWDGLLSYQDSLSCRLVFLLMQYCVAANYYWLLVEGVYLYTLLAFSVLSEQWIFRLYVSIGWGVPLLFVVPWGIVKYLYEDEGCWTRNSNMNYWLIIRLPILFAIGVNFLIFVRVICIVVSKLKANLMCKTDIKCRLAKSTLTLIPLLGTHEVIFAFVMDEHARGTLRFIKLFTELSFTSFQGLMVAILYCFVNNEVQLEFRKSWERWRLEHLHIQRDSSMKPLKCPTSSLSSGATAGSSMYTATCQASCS
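Luminescence readout: a drop in cAMP-driven luciferase signal flags inverse agonism at a constitutively active GLP-1R stably expressed in HEK293. Compound exposure lasted 24 hr at 37 deg C, 5% CO2.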
* hit, by the source's call; i = inactive; u = inconclusive; x = no result given; & = joins results of further samples; [ ] = another dose, or the depositor's remark. Unless noted, calls follow the shape of the dose curve; as a rule, active = well fitted curve in the direction sought with a large enough effect; inconclusive = small, poorly fitted or top-dose-only effect, or another doubt; inactive = no such curve, though single readings can be large; an effect the other way counts as inactive or inconclusive. These rows are one share of the data; rates above refer to the full screens.

Screens in order: pAkt inh, FUS yeast rescue, TDP43 rescue, aSyn yeast inh, HEK293 tox, MmCpn inh, Abeta yeast res, PTHR1 ag, GLP-1R inv ag
COc1ccc(CNC(=O)c2nc(SCc3ccccc3F)ncc2Cl)cc1
    x, 4%, 13%, x, 10%, x, 6%, -74%[inhibitor], u
Cn1c(CC(=O)NNC(=O)c2ccc(Cl)nc2)nc2ccccc21
    i, 0%, 27%, 8%, 0%, 3%, -6%, -5%, 13%
CCOc1cccc(C(=O)N(Cc2cccc(F)c2)C2CCS(=O)(=O)C2)c1 (stereo not given)
    i, 13%, -16%, 4%, -19%, 0%, 9%, i, -11%
O=C1CC(N2CCC(O)(c3ccc(Br)cc3)CC2)C(=O)N1c1ccc(Cl)cc1 (stereo not given)
    i, x, -41%[inhibitor], 14%, 18%, 0%, -81%[inhibitor], -55%[inhibitor], 3%
O=C(C(Cl)Cl)N1CCN(c2ccccn2)CC1
    i, -15%, 15%, 0%, -5%, 0%, 3%, -9%, 0%
Cc1ccc(C)c(S(=O)(=O)N2CCN(C(=O)CN3C(=O)NC(C)(C)C3=O)CC2)c1
    i, 11%, 11%, 3%, -8%, 0%, -1%, -17%, 3%
COC(=O)C(CC(C)C)NC(=O)/C=C/c1ccccc1Cl (stereo not given)
    i, x, 9%, 1%, 14%, -1%, 0%, -16%, 3%
COc1ccc(NC(=O)CN(C)C(=O)c2ccccc2SCC(=O)N2CCCC2)cc1
    i, -2%, -8%, 6%, -8%, -1%, -5%, i, 5%
CN1c2ccccc2C(C)(C)C12C=Nc1c(cc(N3CCOCC3)c3ccccc13)O2 (stereo not given)
    i, u, 5%, -2%, u, 0%, 23%, -49%[inhibitor], u
CCC(=O)N1CCc2cc(Br)cc(S(=O)(=O)C3(C(=O)OC)CC3)c21
    i, 0%, 2%, 0%, -14%, -2%, 11%, i, -5%
CCc1nc2ccc(C(=O)NCc3ccccc3OC)cn2c1N(CC)CCN(C)C
    i, -9%, 21%, 1%, 3%, x, -6%, i, 23%
Cc1cc(=O)oc2cc(OCC(=O)NCCCN3CCCC3=O)c(Cl)cc12
    i, -5%, -7%, -2%, 5%, 1%, 6%, i, 15%
COC(=O)C(C(=O)Nc1ccc(OC)cc1)C1CCCCCC1 (stereo not given)
    i, -2%, 3%, -4%, -28%, 0%, -8%, -9%[57.5 µM], u
O=C(c1cn(-c2ccccc2)nc1-c1cccc(Br)c1)N1CCOCC1
    i, 32%, 10%, 8%, 3%, 2%, 3%, -1%, u
CCN(CC)C(=O)C1=C(C)N(Cc2ccc(C(C)(C)C)cc2)C(=O)C(CC(=O)NC(c2ccccc2)c2ccccc2)C1 (stereo not given)
    i, u, 0%, 0%, -24%, x, 8%, -46%[inhibitor], 7.9µM*
CC(C)C(=O)NC(=S)Nc1ccccc1C(=O)Nc1ccccc1
    i, 0%, -9%, -3%, -17%, -1%, 3%, i, 4%
Cc1nnc(NC(=O)CSc2ccccc2N)s1
    i, -17%, 23%, -1%, 4%, 1%, 3%, i, 4%
CCCCCCN1CC(C(=O)OCC)C(=O)C1=O (stereo not given)
    i, x, -34%[inhibitor], 9%, -4%, -2%, -3%, i, 11%
CC(Oc1ccccc1)C(=O)Nc1c(C(=O)Nc2cccc(F)c2)oc2ccccc12 (stereo not given)
    x, -17%, 17%, x, -6%, x, -1%, -52%[inhibitor], 4%
NC(c1csc(Nc2cnccn2)n1)c1ccccc1Cl (stereo not given)
    i, -8%, 24%, 4%, 3%, x, -8%, i, 15%
COc1ccc(CCNC(=O)c2cc(C3CC3)nc3c2cnn3C(C)C)cc1OC
    i, 24%, 17%, -1%, -3%, -1%, -15%, -23%, -12%
Cc1c(NC(=O)C(C)OC(=O)c2cccc(S(=O)(=O)N3CCOCC3)c2)c(=O)n(-c2ccccc2)n1C (stereo not given)
    i, -5%, 15%, 0%, -6%, -3%, 10%, i, -1%
CCc1nc2sc(C(C)=O)c(N)c2c2c1CCCC2
    i, 4%, u, 9%, 208%[activator], -4%, -10%, 0%, -18%
CC(C)CC(=O)Nc1nnc(SCC(=O)NCc2ccc3c(c2)OCO3)s1
    i, 32%, -17%, 1%, 4%[7.66 µM], -4%, -5%, -10%, -6%[7.66 µM]
CCNC(=O)C1CCCN(Cc2ccc(OCc3ccccc3)cc2)CC1 (stereo not given)
    i, 3%, -24%, 1%, 1%, x, -12%, -10%, -33%
C=Cc1ccc(Cn2c(C)c(C(=O)NCc3ccc(Cl)c(Cl)c3)sc2=O)cc1
    i, 24%, 13%, 13%, -5%, x, 26%, -21%, -18%
CCNc1nc(NCC)n2c(SCC(=O)N3CC4(C)CC3CC(C)(C)C4)nnc2n1 (stereo not given)
    i, x, 15%, 19%, 10%, 0%, -7%, i, 43%[activator]
COc1ccc(-c2cc(C(=O)N3CCN(c4ccccn4)CC3)c3ccccc3n2)cc1
    i, -1%, -13%, -5%, -20%, -2%, -2%, -29%, -27%
Cc1ccc(S(=O)(=O)c2nc(-c3ccccc3Cl)oc2NCCCN2CCOCC2)cc1
    i, 19%, 3%, 0%, 1%, 1%, 6%, i, u
O=C(C=C(O)c1ccc(Cl)cc1)C(=O)NNC(=O)C(O)(c1ccccc1)c1ccccc1
    i, u, -46%[inhibitor], 1%, -8%, x, 3%, i, u

The list continues.
Screens in order: pAkt inh, FUS yeast rescue, TDP43 rescue, aSyn yeast inh, HEK293 tox, MmCpn inh, Abeta yeast res, PTHR1 ag, GLP-1R inv ag
O=C(NCc1ccccc1)c1ccc2c(c1)sc1nc(-c3ccc(F)cc3)cn12
    x, 10%, -9%, x, 10%, x, -17%, 9%, 13%
CCc1cccc(C)c1NC(=O)C1CCCN(S(C)(=O)=O)C1 (stereo not given)
    i, -2%, -9%, 0%, -6%, -1%, -1%, i, 18%
Cc1ccc(S(=O)(=O)N(C)C)cc1NC(=O)c1ccccc1SCC(=O)N1CCCC1
    i, 5%, 11%, -3%, 7%, -3%, -20%, i, 12%
N#CC(C(=O)Nc1ccc(Cl)cc1)=C1Nc2ccccc2N1
    i, 2%, 4%, -3%, -22%, 1%, 21%, -9%[57.5 µM], -25%
CC(=O)c1cccc(NC(=S)Nc2ccn(Cc3cccc4ccccc34)n2)c1
    i, 33%, -2%[0.397 µM], -1%, u, -11%, 12%, -27%, u
Cc1c(C(=O)NCCN2CCOCC2)sc2nc(-c3ccc(F)cc3)cn12
    i, 1%, -5%, 2%, 7%, x, -13%, i, 1%
CCCCOC(=O)Nc1ccccc1C(=O)N1CCCC1
    i, x, 15%, 11%, 10%, 2%, 1%, i, -5%
Cc1c(C(=O)N(C)Cc2nc3ccccc3c(=O)[nH]2)oc2ccccc12
    i, 19%, 25%, 0%, -10%, 0%, 10%, -45%[inhibitor], u
CCOC(=O)C1(C)CCN1C(=O)c1c(F)cccc1F (stereo not given)
    i, -14%, 8%, 0%, 11%, x, -12%, -7%, 8%
Cn1c(=N)n(CC(O)c2cccs2)c2ccccc21 (stereo not given)
    i, -2%, -6%, 0%, 10%, -1%, 1%, i, -18%
CCn1c(SCCC(C)C)nnc1-c1c[nH]c2ccccc12
    i, -14%, 15%, 1%, -9%, 2%, 7%, -39%[inhibitor], u
CCCSc1nc(C)cc(C)c1C(N)=O
    i, -14%, 5%, 1%, -3%, 0%, 23%, i, 2%
COc1ccc(CCNC(=O)CSc2ncnc3c2oc2ccccc23)cc1OC
    i, -14%, 13%, 1%, 13%, -9%, -9%, -6%, 30%
CCc1ccc(CNC(=O)CCc2nnc(CCc3ccc(OC)cc3)o2)nc1
    i, -22%, 2%, u, 3%, -1%, -7%, i, -6%
CN(Cc1cnc2nc(N)nc(N)c2n1)c1ccc(C(=O)N[C@@H](CCC(=O)O)C(=O)O)cc1
    i, -30%&-4%, u, 0%&-5%&4%&3%, -15%&17%, x, -17%&-28%, -18%&12%, -76%&4%
CCn1c2ccccc2c2cc(NC(=O)CSc3nnc(-c4ccccc4)o3)ccc21
    i, 36%, 7%, 4%, -23%, -1%, 23%, i, u
CC(=O)c1cccc(NC(=O)N2CCCC2C(=O)NCCc2ccccc2)c1 (stereo not given)
    i, 0%, 2%, 5%, -17%, -1%, 19%, i, -3%
O=c1cc(-c2ccccc2)nc(Cc2c(Cl)cccc2Cl)[nH]1
    i, -9%, 1%, 2%, -8%, 0%, -7%, -23%, 3%
COc1cc(C(=S)N2CCOCC2)cc(Br)c1OS(=O)(=O)c1ccccc1
    i, 15%, 19%, 18%, -10%, -6%, 14%, i, u
O=C1C=C(O)C(n2cncn2)C(c2cc(F)ccc2F)C1 (stereo not given)
    i, -2%, 13%, 10%, -16%, 2%, 2%, i, -6%
O=C(N1CCOCC1)n1nnc2ccccc21
    i, -17%, 21%, 0%, -5%, -1%, 18%, i, 5%
COc1ccc(CNC(=O)c2c([S-])n(-c3ccc(C)cc3)c3cccc[n+]23)cc1
    i, 13%, -20%, -6%, -18%, u, -14%, -13%, u
CC1(C)ON=C(c2ccc(C(F)(F)F)cc2)NC1=O
    i, -19%, u, 6%, -4%, x, -9%, i, 2%

Some of the entries so far, in CSV form.
structure,pAkt inh,FUS yeast rescue,TDP43 rescue,aSyn yeast inh,HEK293 tox,MmCpn inh,Abeta yeast res,PTHR1 ag,GLP-1R inv ag
O=c1cc(-c2ccccc2)nc(Cc2c(Cl)cccc2Cl)[nH]1,i,-9%,1%,2%,-8%,0%,-7%,-23%,3%
CCn1c2ccccc2c2cc(NC(=O)CSc3nnc(-c4ccccc4)o3)ccc21,i,36%,7%,4%,-23%,-1%,23%,i,u

Screening results from PubChem BioAssay.
